TbPYK inhibitor: blocks Trypanosoma brucei pyruvate kinase | 410,000 compounds, 0.12% hits | Q57TT1 | TbPYK enzyme, Kinase-Glo Plus ATP luminescence, 45 min | Potency, µM (highest dose often 76.8 µM), for inactives: at the top dose activity, negative = inhibition, usual class: inhibitors; active = well fitted inhibition curve with a large enough effect; note: nearly all actives have a fitted effect of over 50% in size
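Assay buffer: 50 mM TEA pH 7.2, 100 mM KCl, 10 mM MgCl2, 0.05% BSA, 0.01% Tween-20. Pyruvate kinase from T. brucei plus substrate met compound, then ADP (130 uM final). Luminescence was read post 45 min RT.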
* hit, by the source's call; [ ] = dose if it differs, or a comment. % is set by controls: 0 for no effect and ±100 for the full control effect; potency is the fitted concentration of half-maximal effect. Only part of the results is shown. The share of hits here may be higher or lower than overall.

SMILES | TbPYK inhibitor
Cc1cccc(N2CCN(C(=O)C3CCN(S(=O)(=O)Cc4ccccc4)CC3)CC2)c1C | -3%
CC(C)(C)OC(=O)N1CCc2onc(-c3ccccc3F)c2C1=O | -2%
Cc1ccc2nc(N(Cc3cccnc3)C(=O)Cc3ccccc3)sc2c1 | 0%
Cc1cccn2c(=O)c3cc(C(=O)NCCc4ccc(S(N)(=O)=O)cc4)n(C)c3nc12 | 3%
CCOC(=O)C1(C)CCCN1C(=O)c1cccc(F)c1 (stereo not drawn) | 0%
CC(C)n1nc(Cc2cccc3ccccc23)c(C#N)c1N | -6%
CCOC(=O)c1cccc(NC(=O)C2Cc3ccccc3N2C(=O)c2ccccc2)c1 (stereo not drawn) | 3%
COc1ccc(OC)c(NC(=O)C2(C)CCN2C(C)C)c1 (stereo not drawn) | 1%
COc1ccc(Cn2c(=O)[nH]c3cc(C(=O)N4CCN(c5cccc(OC)c5)CC4)ccc3c2=O)cc1 | -3%
Cc1ccc(S(=O)(=O)c2cn(CC(=O)Nc3ccc(F)cc3)c3cc4c(cc3c2=O)OCO4)cc1 | 3%
CC(C)(C)n1nnnc1C(c1cccs1)N1CCN(C/C=C/c2ccccc2)CC1 (stereo not drawn) | 5%
Cc1ccc(C)c(S(=O)(=O)c2nnn3c2nc(N2CCCCC2)c2sccc23)c1 | -3%

In another format: 3 of the compounds above.
| smiles | TbPYK inhibitor |
| --- | --- |
| Cc1ccc(C)c(S(=O)(=O)c2nnn3c2nc(N2CCCCC2)c2sccc23)c1 | -3% |
| CCOC(=O)c1cccc(NC(=O)C2Cc3ccccc3N2C(=O)c2ccccc2)c1 (stereo not drawn) | 3% |
| COc1ccc(Cn2c(=O)[nH]c3cc(C(=O)N4CCN(c5cccc(OC)c5)CC4)ccc3c2=O)cc1 | -3% |

The list goes on.
SMILES | TbPYK inhibitor
COc1ccc(-c2cc(C(F)(F)F)n3nc(-c4ccc(Cl)cc4)cc3n2)cc1OC | -2%
CC(=O)N1Cc2cnnn2-c2ccccc2C1(C)C#N (stereo not drawn) | -1%
CN[C@H]1C[C@@H](c2ccccc2)N(C(C)=O)C[C@H]1CO | 2%
O=C1NC[C@@H](CCCCN2C[C@H](Cc3ccccc3)N(CCc3ccccc3)C(=O)C2=O)N(CCc2ccccc2)C1=O | 2%
CCc1cccc(NC(=O)COC(=O)c2c(-c3ccccc3)noc2C)c1 | 2%
Cc1ccccc1CN1C(=O)c2ccccc2S(=O)c2ccc(C(=O)NCc3ccco3)cc21 (stereo not drawn) | -6%
CC(=O)Nc1cccc(-c2ccnc3c2CC(C(=O)Nc2cccc(OC(F)(F)F)c2)O3)c1 (stereo not drawn) | -4%
CC1(C(=O)NS(=O)(=O)c2cccc(Cl)c2)CCN1C(=O)Cc1ccccc1 (stereo not drawn) | 8%
CCOC(=O)c1cnc2c(ccc3ccccc32)c1Nc1ccc(OC)cc1OC | -1%
COc1cc(C(=O)NC2(C(F)(F)F)C(=O)NC(C)=C2C#N)cc(OC)c1OC (stereo not drawn) | -9%
CCOC(=O)c1ccc(NC(=O)CN2c3ccccc3S(=O)(=O)c3ccccc32)cc1 | 3%
CN1CCN(c2ncc3c(n2)CCN(Cc2cc(Br)cs2)C3)CC1 | 3%
CCc1ccc(-n2nc3ccc(NC(=O)c4ccc(C#N)cc4F)cc3n2)cc1 | -5%
COCCNC(=O)C1(C)CCN(C(=O)c2cccnc2Oc2ccccc2)C1 (stereo not drawn) | 1%
Cc1ccc(-c2nc3ccc(C)cn3c2Cc2ccccc2C(F)(F)F)cc1 | 1%
Cc1ccc(C(=O)N2[C@@H]3CN(C)C(=O)[C@@]2(Cc2ccccc2)[C@H]2C(=O)N(Cc4ccccc4)C(=O)[C@@H]32)cc1 | -3%
CCN(CCCNC(=O)CSc1cc(=O)n(C)c2cc(Cl)ccc12)c1ccccc1 | 2%
CCOc1ccc2nc(N3CCCC(C(=O)Nc4ccc(OC)c(Cl)c4)C3)sc2c1 (stereo not drawn) | -4%
CCCCOc1ccc(C(=O)Nc2cc(-c3cn4cccnc4n3)ccc2OC)cc1 | -3%
COc1ccc(S(=O)(=O)NC(=O)C2(C)CCN2C(=O)c2c(C)noc2C)cc1 (stereo not drawn) | -5%
COc1cccc(CNC(=O)Cn2ncn3nc(-c4cccs4)cc3c2=O)c1 | -2%
O=C(Cn1ncc2c([nH]c3ccccc32)c1=O)NCc1cccc(Cl)c1 | 4%
C[C@@H]1CN([C@H](C)CO)S(=O)(=O)c2ccc(-c3ccc(C#N)cc3)cc2O[C@H]1CN(C)C(=O)Nc1cc(F)ccc1F | -10%
COc1cc(C(=O)NC2CC(=O)N(c3cccc(F)c3)C2)cc(OC)c1OC (stereo not drawn) | -14%

Nothing new here: an excerpt of the list.
SMILES | TbPYK inhibitor
CCOc1ccc2nc(N3CCCC(C(=O)Nc4ccc(OC)c(Cl)c4)C3)sc2c1 (stereo not drawn) | -4%
CCCCOc1ccc(C(=O)Nc2cc(-c3cn4cccnc4n3)ccc2OC)cc1 | -3%
COc1ccc(S(=O)(=O)NC(=O)C2(C)CCN2C(=O)c2c(C)noc2C)cc1 (stereo not drawn) | -5%
COc1cccc(CNC(=O)Cn2ncn3nc(-c4cccs4)cc3c2=O)c1 | -2%
O=C(Cn1ncc2c([nH]c3ccccc32)c1=O)NCc1cccc(Cl)c1 | 4%
C[C@@H]1CN([C@H](C)CO)S(=O)(=O)c2ccc(-c3ccc(C#N)cc3)cc2O[C@H]1CN(C)C(=O)Nc1cc(F)ccc1F | -10%

Remaining list, next part:
SMILES | TbPYK inhibitor
CS(=O)(=O)c1ccc(-c2csc(C(O)c3cccc(Cl)c3)n2)cc1 (stereo not drawn) | -1%
O=C(Nc1cccc(F)c1)N1CCC2(CC1)CCN(C(=O)c1cccc(F)c1)CC2 | -7%
COc1ccccc1NC(=O)CSc1nc2c(oc3ccccc32)c(=O)n1Cc1ccco1 | -3%
CNC[C@@H]1CC[C@@H](N)[C@@H](O[C@H]2[C@H](O)[C@@H](O[C@H]3OC[C@](C)(O)[C@H](NC)[C@H]3O)[C@H](N)C[C@@H]2N)O1 | 0%
Cc1cc(N2CCCCC2)nc2ccc(NC(=O)/C=C/c3ccccc3Cl)cc12 | -7%
CCOC(=O)c1sc(=S)[nH]c1C | -25%
COc1cc(NC(=O)CCc2c(C)nn(-c3ccc4nnc(C)n4n3)c2C)cc(OC)c1OC | 0%
Cc1ccccc1CNC(=O)c1cccc(NC(=O)c2nsc3ccccc23)c1 | -7%
Cc1ncc(NS(=O)(=O)c2ccc(N)cc2)nc1C | 6%
CC(C)Oc1ccc(F)cc1-c1cc(C(=O)NC2CCCCC2)[nH]n1 | -3%
CCOc1ccc(NC(=O)c2c(NC(=O)Cc3ccccc3)sc3c2CCCC3)cc1 | 4%
CCCNC(=O)C1CC(c2ccccc2[N+](=O)[O-])=NO1 (stereo not drawn) | -9%

Rewritten as labelled records: 4 of the compounds above
CNC[C@@H]1CC[C@@H](N)[C@@H](O[C@H]2[C@H](O)[C@@H](O[C@H]3OC[C@](C)(O)[C@H](NC)[C@H]3O)[C@H](N)C[C@@H]2N)O1
  TbPYK inhibitor = 0%

Cc1ncc(NS(=O)(=O)c2ccc(N)cc2)nc1C
  TbPYK inhibitor = 6%

Cc1ccccc1CNC(=O)c1cccc(NC(=O)c2nsc3ccccc23)c1
  TbPYK inhibitor = -7%

CCOC(=O)c1sc(=S)[nH]c1C
  TbPYK inhibitor = -25%

Following part:
SMILES | TbPYK inhibitor
COCCNC(=O)c1ccc(Cn2c(SCC(=O)NC(C)C)nc3ccccc3c2=O)cc1 | -2%
Cc1ccc(-c2c(C(=O)N3CCN(c4ccc(F)cc4)CC3)oc(=O)c3ccccc23)cc1 | 0%
CN(C)CCNC(=O)c1ccc(Cn2c(SCc3ccc(F)cc3)nc3cccnc32)cc1 | -12%
Cc1ccc(NC(=O)Cn2cc(S(=O)(=O)c3ccc(C)cc3)c(=O)c3cc4c(cc32)OCO4)cc1 | 0%
CN(C(=O)Cn1cc(S(=O)(=O)Cc2ccccc2Cl)c2ccccc21)c1ccccc1 | -14%[15.4 µM]
COc1ccc(-c2nc3ccccc3o2)cc1NC(=O)COc1ccc(C)c(C)c1 | -1%
CCOc1ccccc1C(=O)Nc1cc2c(cc1C)n(C)c(=O)c(=O)n2C | 2%
O=C(Cc1cccc2ccccc12)NCC(=O)N1CCN(CC(=O)Nc2ccc(F)cc2)CC1 | 6%
CCN(c1ccccc1)S(=O)(=O)c1ccc(Oc2ccccc2)c(N)c1 | -3%
CCCCCCCCN1C(=O)[C@H](CC(=O)NCc2ccc(OC)c(OC)c2)C[C@@]2(C(=O)OC)CCCCC=C12 | 2%
CCn1c(C)c(C)c2cc(C(=O)NCc3ccc(OC)cc3OC)ccc21 | 1%[15.4 µM]
Brc1ccc(OCCOCCOc2cccc3cccnc23)cc1 | 9%
Cc1ccc(Nc2c(C(C)C)c(C)c(C#N)c3nc4ccccc4n23)cc1 | -4%
CC1(C(=O)NCC2CCOCC2)Cc2c(-c3cccc(C(F)(F)F)c3)ccnc2O1 (stereo not drawn) | 5%
Nc1ccc(C#Cc2c(-c3ccsc3)oc3ccc(N4CCOCC4)cc23)cc1 | 3%
c1ccc(COc2ncnc3c2ncn3CCCN2CCN(c3ncccn3)CC2)cc1 | -10%
CC(C)(C)c1ccc(CC(=O)N2CCC2(C)C(=O)NCCC#N)cc1 (stereo not drawn) | 1%
COc1ccc(C=C2NC(=O)NC2=O)cc1O | -6%
CCCCN1CC[C@H]2C=CC[C@@H](C(=O)NCc3ccc(OC)cc3)[C@H]2C1=O | -1%
COc1cccc(CNC(=O)Cc2ccc(NC(=O)N3CCCCc4ccccc43)cc2)c1OC | -3%
CCOc1ccc(S(=O)(=O)N2CCC(c3ccncc3)CC2)cc1 | 6%
CCOC(=O)C1CCCN(C(=O)Cn2nc(CC)n3c(cc4occc43)c2=O)C1 (stereo not drawn) | -2%
Cc1ccc(Cl)cc1N1C(=O)CC(Sc2ccccc2N)C1=O (stereo not drawn) | -2%
COc1ccc(NC(=O)CCn2c(=S)[nH]c3ccccc3c2=O)cc1Cl | 5%
O=C(Nc1ccc(C(=O)N2CCOCC2)cc1)C1CCC1 | 2%
CCCCNC(=O)C1(C)CCCCN1C(=O)c1ccc2ccccc2n1 (stereo not drawn) | -12%
COc1ccc(NC(=O)c2cnc(SCC(=O)Nc3nc4ccc(C)cc4s3)n(C)c2=O)cc1 | 0%
CCc1ccccc1NC(=O)c1cc2nc(-c3ccc(OC)c(OC)c3)cc(C(F)(F)F)n2n1 | 6%
Cc1ccc(C)c2sc(NC(=O)c3ccc(S(=O)(=O)N4CCCC4)cc3)nc12 | -1%
COc1ccc(-c2c(C#N)cnc(C)c2C)c(O)c1OC | 2%
Cc1ccc(Cl)cc1NC(=O)Cn1c(=O)n(CCC(=O)NCc2ccc3c(c2)OCO3)c(=O)c2sccc21 | -4%
Cc1cc(C)cc(NC(=O)C(=O)NCC(c2cccnc2)N2CCN(c3ccccc3)CC2)c1 (stereo not drawn) | -2%
COc1ccccc1CNC(=O)c1ccc2c(c1)CCN2S(=O)(=O)c1ccc(Cl)cc1 | -6%
CC1=C(C(=O)N2CCCCC2)C(c2cccc(Cl)c2)n2c(nc3ccccc32)N1 (stereo not drawn) | -2%
COc1cc(C)c(Cl)cc1S(=O)(=O)NCCc1c(C)[nH]c2ccccc12 | 4%
Cc1ccc(N(CC(=O)N2CCN(c3ccc(Cl)cc3)CC2)S(=O)(=O)c2c(C)noc2C)cc1 | 6%
COCCNC(=O)C1Cc2c(-c3ccc(NC(C)=O)cc3)ccnc2O1 (stereo not drawn) | -18%
COc1cccc(Cc2nc3ccccc3nc2SCC(=O)N2CCc3ccccc32)c1 | 3%
O=S(=O)(Nc1cccc(-c2ccc(N3CCCCC3)nn2)c1)c1cccs1 | 2%
COc1ccc(NC(=S)NCCN2CCOCC2)c(OC)c1 | -3%
O=C1N[C@@H](Cc2ccccc2)C(=O)N2[C@@H]1C[C@]1(Br)c3ccccc3N(S(=O)(=O)c3ccccc3)[C@H]21 | -9%
COCCNc1ncnc2c1ncn2[C@H]1CN(Cc2ccc(F)cc2)C[C@@H](CO)O1 | -8%
Cc1cccnc1C(NC(=O)C1CCN(Cc2cn(C)c3ccccc23)CC1)c1ccc(Cl)cc1 (stereo not drawn) | 8%
CCOc1ccc(-c2nn(CC(=O)NC3CCCC3)c3c2cnc2ccc(F)cc23)cc1 | 1%
O=C(COc1ccccc1[N+](=O)[O-])N1CCC(c2nc3ccccc3o2)CC1 | 0%
COc1cc(Cl)ccc1OC1(C)CCN(Cc2ccc(SC)cc2)C1 (stereo not drawn) | -3%
COc1ccc(Nc2cc(C(=O)NC3CCCC3)c3ccccc3n2)cc1 | 4%
COC(=O)[C@]12CCCCC=C1N(CCC1=CCCCC1)C(=O)[C@H](CC(=O)NCCCN1CCCC1=O)C2 | 5%
CCc1nn(C(CC)C(=O)NCc2ccc(F)cc2)c(=O)c2cc3occc3n12 (stereo not drawn) | 3%
COc1ccc(CCNC(=O)CCc2cn(Cc3ccccc3Cl)c3ccccc23)c(OC)c1 | 5%
Cc1ccc(-c2noc(CNS(=O)(=O)c3ccc(F)cc3)n2)cc1 | -8%
O=C(NC1CCCC1)C1c2ccccc2OCC(=O)N1Cc1ccco1 (stereo not drawn) | 1%
CCc1ccccc1N(CC)C(=O)C(=O)Nc1ccc2nc3n(c(=O)c2c1)CCCCC3 | -2%
O=C(c1ccc(CSc2nc3ccncc3n2Cc2ccccc2)cc1)N1CCCCCC1 | -8%
C=C1CCN([C@@H](CC(C)C)C(=O)N2CCCC2)S(=O)(=O)c2ccccc21 | -2%
CC(=O)NC1CC(=O)N(c2ccc3c(c2)OCCO3)C1 (stereo not drawn) | -11%
C[C@@H]1CN([C@@H](C)CO)C(=O)CCCn2nncc2CO[C@H]1CN(C)C(=O)c1ccncc1 | 9%
Cc1cccc(-c2nnc3n(CCc4ccccc4)c(=O)c4ccccc4n23)c1 | 0%
CCCCNC(=O)C1(C)CCCCN1C(=O)c1c(C)noc1C (stereo not drawn) | 2%

Screening data from PubChem BioAssay.
